# TGFb inhibitor – qHTS for Inhibitors of TGF-b. HepG2 CAGA-GFP TGF-b/SMAD3 reporter, GFP fluorescence, 18 h; TGF-beta stimulated, 500 pg/mL final. Potency, µM (top dose mostly 46.1 µM), inactives show at the top dose activity, negative = inhibition, hits mostly inhibitors. 410,000 tested, 1.2% active. AID 588855, 2011; note: potency is the fitted concentration of half-maximal effect; % is set by controls: 0 for no effect and ±100 for the full control effect; nearly all actives have a fitted effect of over 65% in size
#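 HEPG2 CAGA-GFP cells (1000/well, DMEM with 1% FBS) were pre-incubated 2 h at 37 degrees C, given compound by pin tool, then stimulated with TGF-beta at 500 pg/mL final for 18 h before per-cell GFP fluorescence imaging.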
# Akt phos inh – HTS Assay for Inhibitors of Akt Phophorylation: Primary Screen | 360,000 tested, 0.32% active | activity change, % for hits at 50 µM | Neuro2A IGF-stimulated pAkt S473 HTRF, 20 min; active compounds read low; in the data active = activity change below about -80%; inconclusive = mostly about -51% to -80%; note: % is set by controls: 0 for no effect and ±100 for the full control effect
#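 Single-point screen (50 µM final compound) in Neuro2A cells stimulated 20 min with 6 nM IGF at 37 deg C. After lysis, Ser473-phosphorylated Akt read by HTRF (ex 330 nm, em 615/665 nm) as the 665/615 ratio.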
# Nrf2 activator – qHTS of Nrf2 Activators. AREc32 ARE-luciferase reporter (MCF7-derived line), luminescence, 24 h. Potency, µM (top dose mostly 46.1 µM), inactives show at the top dose activation, actives largely listed as activators. 410,000 tested, 0.31% active. AID 624171, 2012; note: potency is the fitted concentration of half-maximal effect; % of control where 0% means no effect; nearly all actives have a fitted effect of over 65% in size
#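 AREc32 cells carrying an ARE-driven firefly luciferase, 1000 cells/well in OPTI-MEM with 5% FBS, dosed after overnight attachment and incubated 24 hr at 37 deg C. Steady-Glo luminescence read after 30 min at RT.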
# Nrf2 inh – Nrf2 qHTS screen for inhibitors; A549 ARE-Fluc reporter, luciferase luminescence, 18-24 h; Potency, µM (series often up to 46 µM), without a hit: at the top dose activity change, negative = inhibition, most hits filed as inhibitors; 360,000 tested, 2.1% active; AID 504444, 2011; note: potency is the fitted concentration of half-maximal effect; % is set by controls: 0 for no effect and ±100 for the full control effect; nearly all actives have a fitted effect of over 60% in size
#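 A549 ARE_Fluc cells, 5000/well, 5% FBS OPTI-MEM; compounds in dose-response, 18-24 h at 37 °C/5% CO2; CellTiter-Fluor viability read (Ex 405/Em 525), then BugLite luciferase luminescence = Nrf2 activity.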
# HepG2 viability – qHTS for Inhibitors of TGF-b: Cytotox Counterscreen. HepG2 CAGA-GFP viability, ATP luminescence, 18 h. Potency, µM (titrated, usually from 46.1 µM), for the others: at the top dose activity change, negative = cytotoxicity, most hits filed as cytotoxic. 410,000 tested, 0.76% active. AID 588856, 2011; note: potency is the fitted concentration of half-maximal effect; some results filed as inactive show a strong effect at the top dose
#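 CellTiter-Glo luminescence gave cytotoxicity after 18 hours at 37 degrees C. The cells were HepG2 CAGA-GFP in 1% FBS DMEM, stimulated with 500 pg/mL TGF-beta after compound addition. %Activity was normalised to no-cell wells (complete cell-killing) and DMSO (no toxicity), and curves were fitted and classified.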
# Abeta rescue – qHTS for compounds that reverse cellular toxicity of Amyloid beta (A-beta) peptide in yeast: Primary Screen; yeast expressing A-beta42, growth rescue, OD600, 48 h; response scale: 0% DMSO, 100% iron-clioquinol control; Potency, µM (titrated, usually from 46.1 µM), inactives show at the top dose growth rescue, usual class: activators; 410,000 tested, 0.063% active; note: potency is the fitted concentration of half-maximal effect; nearly all actives have a fitted effect of over 55% in size
#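 Growth rescue measured by 600 nm absorbance after 48 h yeast culture at 30 C with compound. Values normalized between DMSO and an equimolar ferric chloride plus clioquinol control.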
# Mm-Cpn inhibitor – Inhibitors of TCP-1 ring complex (TRiC) of Methanococcus maripaludis (MmCpn): qHTS; Chaperonin Mm-Cpn (Methanococcus maripaludis); purified Mm-Cpn ATPase, ADP Transcreener TR-FRET; AID 504842, 2011; Potency, µM (titrated, usually from 76.9 µM), for the others: at the highest dose activity, negative = inhibition, usual class: inhibitors; 330,000 tested, 0.031% active; note: potency is the fitted concentration of half-maximal effect; % is set by controls: 0 for no effect and ±100 for the full control effect; nearly all actives have a fitted effect of over 80% in size
#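 ATPase read-out: TR-FRET ADP immunoassay (anti-ADP Eu cryptate vs ADP-d2), ex 320 nm, em 590/665 nm; signal drops as ADP forms. Enzyme 25 nM, ATP 10 uM, 30 min at 37°C after 10 min compound preincubation.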
# CCT chaperon mod – High-Throughput Screening for Modulators of Cytosolic Chaperonin Activity | purified chaperonin ATPase assay, HTRF ADP detection, 30 min | activity change, % (no concentration beside the values), hits read low | 360,000 tested, 0.3% active | AID 651819, 2012; in the data active = activity change below about -30%; note: % is set by controls: 0 for no effect and ±100 for the full control effect
#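 Enzyme 40 or 20 nM (batch-dependent) in Tris pH 7.4/KCl/MgCl2/DTT; cpd 76 uM single point; ATP 10 uM; 30 min 37 °C; Transcreener ADP HTRF detection, 30 min RT; ratio 665/615.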
# A549 viability – Nrf2 qHTS screen for inhibitors: counterscreen for cytotoxicity; Potency, µM (series often up to 46 µM), inactives show at the highest dose activity change, negative = cytotoxicity, actives largely listed as inhibitors; A549 ARE-Fluc cells, CellTiter-Fluor viability, 18-24 h; AID 504648, 2011; 390,000 tested, 0.16% active; note: potency is the fitted concentration of half-maximal effect; % is set by controls: 0 for no effect and ±100 for the full control effect
#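 Cytotoxicity counterscreen: CellTiter-Fluor fluorescence was measured in A549 ARE_Fluc cells after 18-24 h of compound exposure in a concentration series. The subsequent BugLite luminescent read reports ARE-luciferase activity.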
# An asterisk follows results filed as active; i = inactive; ? = inconclusive; nt = not tested or not shown; [ ] = another dose, or the depositor's remark. Unless noted, calls come from the whole dose curve; as a rule, active = well fitted curve in the direction sought with a large enough effect; inconclusive = small, poorly fitted or top-dose-only effect, or another doubt; inactive = no such curve, though single readings can be large; an effect the other way counts as inactive or inconclusive. This is a random part of the collection (roughly 4.3% active in at least one column).
SMILES,TGFb inhibitor,Akt phos inh,Nrf2 activator,Nrf2 inh,HepG2 viability,Abeta rescue,Mm-Cpn inhibitor,CCT chaperon mod,A549 viability
COCCCNC(=O)CC1C[C@H](C(=O)N2CCCCC2)[C@@]2(CCc3ccccc3)c3[nH]c4ccc(OC)cc4c3CCN2C1=O (some centres undefined),-26%,i,0.3%,-20%,7%,9%,-4%,0.4,-10%
CC1=C(C(=O)Nc2ccccc2C)C(c2ccncc2)n2nc(SCc3ccccc3Cl)nc2N1 (centres undefined),5%,nt,0.1%,-7%[9.27 µM],4%,-10%,nt,nt,1%
Cc1nc(Nc2nc(CSc3ccc(Cl)cc3)cc(=O)[nH]2)nc2ccccc12,?,i,0.2%,2%,5%,-8%,2%,1.0,5%
O=C(Nc1ncc([N+](=O)[O-])s1)c1cccc([N+](=O)[O-])c1,?,i,-0.5%,?,-45%,-17%,2%,-1.5,-13%
CC1Cc2ccccc2N1S(=O)(=O)c1ccc(Cl)nc1 (centres undefined),3%,i,3.3%,5%,-10%,23%,1%,2.1,2%
COc1cc2[nH]c(C(=O)N3CCc4ccccc4C3)cc2c(OC)c1OC,16%,i,3.0%,-13%,-17%,30%,-2%,-0.1,3%
N=c1n(CCN2CCOCC2)c2ccccc2n1Cc1ccccc1Br,10%,i,0.1%,-11%,-27%,9%,0%,-4.0,-9%
COc1cccc(C2C3=C(N=c4s/c(=C\c5cccc(O)c5)c(=O)n42)c2ccccc2CC3)c1OC (centres undefined),18µM*,i,-0.3%,14%,-27%,11%,-2%,-2.4,?
CNC(=O)c1c[nH]c2ccc(S(=O)(=O)Nc3cccc(SC)c3)cc2c1=O,-8%,i,-0.7%,-14%,-62%,-12%,0%,0.2,1%
CCOc1ccccc1N1CC(c2nc3ccccc3n2CCCCOc2cc(C)ccc2C)CC1=O (centres undefined),-33%,nt,3.5%,?,-26%,0%,nt,nt,?
CC(=O)c1cc2c(cc1N)OCO2,23%,i,0.0%,13%,-31%,-6%,-1%,-2.1,6%
COc1ccc(C(CNCC(O)COc2c(C)ccc(C)c2C)N(C)C)cc1 (centres undefined),-28%,i,-0.6%,10%,-38%,-6%,-4%,-2.5,11%
O=C(CN1C(=O)NC2(CCCCC2)C1=O)Nc1ccccc1Cl,-1%,i,-0.7%,-12%,-3%,16%,1%,1.2,11%
Cc1nc2c(C)cccc2c(SC(=N)N)c1CC=C(Cl)Cl,-8%,i,2.6%,9%,-9%,8%,-1%,0.5,18%
Cc1cc(N2C3CCC2CC(O)(c2ccc(F)cc2)C3)nc(-c2ccccc2)n1 (centres undefined),?,i,4.5%,23µM*,-99%,2%,1%,-2.1,?
COC(=O)c1ccc2nc(-c3ccc(F)cc3)c(CC3CCCCC3)n2c1,nt,i,?,nt,nt,-21%,nt,1.2,nt
COc1ccc(-c2nc3ccccc3o2)cc1NC(=O)COc1cc(C)cc(C)c1,8%,nt,0.7%,nt,-17%,-19%,nt,nt,1%
COc1cc(/C=N/Nc2cc(C)nc(NS(=O)(=O)c3ccc(C)cc3)n2)ccc1O,-5%,i,2.0%,-1%,-15%,-7%,-2%,-0.5,3%
CCN(CC)C(=O)/C(=C\c1ccc2c(c1)OCO2)NC(=O)c1ccc(Br)cc1,?,i,0.5%,-3%,4%,2%,0%,-3.8,-2%
COCc1cc(C)nc(N)c1C#N,16%,i,0.3%,?,5%,-12%,1%,1.3,-2%
Cc1cc(C(=O)OCC(=O)NC2CCCCC2)c(C)o1,1%,i,0.1%,-13%,-23%,4%,0%,-2.3,-6%
Cc1cccc(OCCCN2CCCCCC2)c1,0%,i,0.2%,1%,-5%,-11%,-1%,-3.4,-6%
COc1ccc(N2CCN(C(=O)c3oc4ccccc4c3C)CC2)cc1,5%,i,0.4%,-1%,0%,4%,2%,2.1,5%
COCCCNC(=O)CN(c1cc(OC)ccc1OC)S(=O)(=O)c1ccccc1,1%,i,-1.1%,5%,-1%,-1%,-4%,0.1,-4%
CCOC(=O)C1C2C=CC3(CN(CCc4ccccc4)C(=O)C13)O2 (centres undefined),9%,i,0.1%,-6%,1%,17%,1%,-0.3,-3%
Cc1ccc2nc(-c3cccc(NC(=O)c4ccco4)c3)[nH]c2c1,-10%,i,6.4%,29%,-42%,-1%,-1%,-0.6,-8%
O=C1c2ccccc2C(=O)N1CCCSc1nc2ccccc2o1,?,i,0.8%,-2%,9%,-19%,-3%,-0.3,-2%
CN(Cc1ccc(C(F)(F)F)cc1)C(=O)C1CC(=O)N(Cc2ccco2)C1 (centres undefined),3%,i,-0.8%,-13%,-20%,-5%,1%,-2.3,1%
CCOC(=O)c1ccc(OCC2c3cc(OC)c(OC)cc3CCN2C(=O)Cc2ccc(OC)c(OC)c2)cc1 (centres undefined),4%,nt,4.7%,nt,-12%,1%,nt,nt,-2%
COc1cc(C(=O)NCC(=O)N/N=C/c2ccc(OC(=O)c3ccco3)cc2)cc(OC)c1OC,?,i,2.3%,11%,0%,-14%,1%,-1.5,0%
CC(C)(C)c1csc(NC(=O)c2c(F)c(F)c(F)c(F)c2F)n1,-15%,i,?,4%,-20%,-2%,2%,1.3,-2%
O=C(NCCc1csc(-c2cccc(F)c2)n1)c1ccccc1C(F)(F)F,-20%,nt,6.3%,nt,-24%,-21%,nt,nt,5%
O=C(CSc1nc2ccccc2s1)NC1CCCc2ccccc21 (centres undefined),-20%,i,?,28%,9%,1%,-2%,-0.3,3%
Cc1c(OCC(=O)N[C@@H](CSCc2ccccc2)C(=O)O)ccc2c3c(c(=O)oc12)CCC3,4%,i,-1.2%,1%,5%,11%,-9%,-8.9,1%
CC1(C(=O)NS(=O)(=O)Cc2cccc(Cl)c2)CCN1C(=O)c1ccc(C2CCCCC2)cc1 (centres undefined),24%,i,0.5%,nt,-26%,-14%,nt,1.4,nt
CCOc1ccc(NC(=O)Nc2cnccn2)cc1,5%,i,-0.6%,?,11%,-10%,1%,-1.1,1%
Cc1noc(C)c1C(=O)N1CCC(CO)(Cc2ccccc2)CC1,-1%,i,0.3%,13%,-2%,-28%,-1%,1.6,0%
O=C(O)c1ccc(/C=C2\COc3ccccc3C2=O)cc1,14µM*,i,?,?,-20%,-55%[inhibitor],0%,-0.2,-1%
CC(=O)c1ccc(NC(=O)c2cnn(-c3cccc(F)c3)c2-n2cccc2)cc1,0%,nt,5.8%,-12%,-4%,6%,nt,nt,-10%
CCOC(=O)c1ccc(NC(=O)C2CCCN(c3ncnc4onc(-c5ccc(F)cc5)c34)C2)cc1 (centres undefined),?,nt,2.2%,?,-26%,-7%,nt,nt,-2%
COC(=O)c1sccc1NC(=S)Nc1ccc(C)cc1,-9%,i,2.5%,?,18%,11%,-2%,-1.4,-6%
CC(C)Cc1nc2oc3c(N4CCN(CCO)CC4)ncnc3c2c2c1CCCC2,8%,i,-0.5%,-10%,-1%,-15%,0%,1.4,?
CC(C)Cn1c(NCCO)nc2ccccc21,-4%,i,-0.2%,0%,-1%,9%,0%,-2.9,12%
CN(C)c1ccc2c3c(ccc(N(C)C)c13)COC2,-1%,i,0.1%,-8%,1%,0%,-4%,-1.4,0%
COc1cccc2cc(-c3nc(Nc4cccc(C)c4)sc3C)c(=O)oc12,-19%,nt,0.3%,nt,-40%,-7%,nt,nt,-10%

# Complete entries from above. Order of screens: TGFb inhibitor	Akt phos inh	Nrf2 activator	Nrf2 inh	HepG2 viability	Abeta rescue	Mm-Cpn inhibitor	CCT chaperon mod	A549 viability
# Cc1cc(C(=O)OCC(=O)NC2CCCCC2)c(C)o1 in the list: 1%	i	0.1%	-13%	-23%	4%	0%	-2.3	-6%
# CCOC(=O)c1ccc(OCC2c3cc(OC)c(OC)cc3CCN2C(=O)Cc2ccc(OC)c(OC)c2)cc1 (centres undefined) in the list: 4%	nt	4.7%	nt	-12%	1%	nt	nt	-2%

# (next part)
SMILES,TGFb inhibitor,Akt phos inh,Nrf2 activator,Nrf2 inh,HepG2 viability,Abeta rescue,Mm-Cpn inhibitor,CCT chaperon mod,A549 viability
COC(=O)c1ccccc1NC(=O)CSc1nnnn1CC(=O)O,-21%,i,0.4%,1%,-2%,-7%,1%,-0.1,1%
CSc1nc(C)c(Cc2ccccc2)c(=O)[nH]1,1%,i,-0.5%,-11%,-5%,-2%,2%,0.8,0%
Cc1ccc(CO)cc1Nc1ncnc2onc(-c3ccc(F)cc3)c12,1%,nt,1.2%,3%[9.27 µM],-13%,-2%,nt,nt,2%
CCOC(=O)CSc1nc2cc(OC)c(OC)cc2cc1C#N,6%,nt,nt,2%,4%,nt,nt,nt,-3%
O=C(CCc1ccccc1)Nc1ccc(S(=O)(=O)NC2=NCCCCC2)cc1,?,i,-0.2%,3%,-3%,0%,-1%,0.8,-1%
C=CCn1c(C)nnc1SCC(=O)N1c2ccccc2NC(=O)C1(C)C,9%,i,0.0%,nt,17%,-4%,nt,-1.8,nt
COc1ccccc1OCCSc1nc2ccccc2n1CC(=O)O,-19%,i,-1.1%,nt,1%,1%,nt,-1.2,nt

# Bioassay records (PubChem)
